tuberculosis growth: growth inhibition of non-replicating M. tuberculosis (AID 488890); 320,000 tested, 0.39% active; Mycobacterium tuberculosis non-replicating, growth inhibition; higher % means a stronger effect; one-dose inhibition, % at 25 µM; IC50 in µM for titrated hits; in the data active = a potency from the dose series; inconclusive = inhibition mostly from about 82% at the one dose, without a potency; inactive = the rest, 99 in 100 with inhibition below about 76%;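 note: plate controls were DMSO cells for no effect and high antibiotic wells for full effect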
M. tuberculosis HTS: M. tuberculosis growth inhibition, HTS (AID 449762) | M. tuberculosis H37Rv growth inhibition, 7H9 media; higher % means a stronger effect | one-dose inhibition, % at 25 µM; IC50 in µM for titrated hits | 330,000 tested, 0.59% active; in the data active = a potency from the dose series; inconclusive = inhibition above about 70% without an active follow-up result;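 note: bacterial growth assessed after seven days of incubation; strong numbers were not always called active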
H1N1 NS1A inhibition: H1N1 influenza NS1A inhibitors, functional cell based assay (AID 504329) | NS1A functional cell-based assay, percent inhibition; higher % means a stronger effect | inhibition, % at 12.5 µM, or IC50 in µM where a hit was titrated | 340,000 tested, 0.3% active; in the data active = a potency from the dose series; inconclusive = inhibition above about 27% without an active follow-up result; note: strong numbers were not always called active
inhibitors of VEEV: inhibitors of VEEV TC-83 cytopathic effect, confirmation, Vero cells (AID 588727) | inhibition, % at 20 µM, or IC50 in µM where a hit was titrated | Vero cells, VEEV TC-83 cytopathic effect inhibition; higher % means a stronger effect | 350,000 tested, 0.13% active; in the data active = a potency from the dose series; inconclusive = inhibition mostly from about 14% at the one dose, without a potency; inactive = the rest, 99 in 100 with inhibition below about 12%; note: strong numbers were not always called active
Salmonella PhoP GFP: PhoP regulon inhibitors, Salmonella typhi PhoP promoter GFP reporter, confirmatory (AID 1850) | Salmonella Typhi PhoP-promoter GFP reporter, fluorescence, 4 h; higher % means a stronger effect | one-dose inhibition, % at 50 µM; IC50 in µM for titrated hits | 310,000 tested, 0.33% active; in the data active = a potency from the dose series; inconclusive = inhibition mostly from about 25% at the one dose, without a potency; inactive = the rest, 99 in 100 with inhibition below about 19%;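 note: 0% = induced wells with vehicle and 100% = uninduced wells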
inhibitors of VEEV 10K pilot screen: also measured in inhibitors of VEEV; calls as there; inhibition, %; measured here: 10K pilot screen inhibition
Starred values were filed as active, the others as inactive; i = inactive; ? = inconclusive; . = no result given.

SMILES | tuberculosis growth | M. tuberculosis HTS | H1N1 NS1A inhibition | inhibitors of VEEV | Salmonella PhoP GFP | others
CCn1c(SCc2ccccc2)nnc1C1CCCCC1 | -9% | 0% | -6% | 2.8% | 4%
CNc1nc(SC)n(C)c(=O)c1N=O | 37% | -4% | . | . | 32%
O=C1NCCN1C(=O)N(c1ccccc1)c1ccccc1 | 1% | 9% | -4% | 0.4% | 3%
O=C(Nc1ccccc1N1CCCCC1)c1cccc(Cl)c1 | 25% | 8% | -11% | i | 7%
COc1ccccc1NC(=O)CSc1nnc(-c2ccco2)o1 | -2% | 3% | 10% | 3.2% | -11%
O=C(CSc1nnc(-c2cccnc2)o1)Nc1ccccc1F | -6% | -12% | 0% | 2.6% | 7%
C=CCn1c(SCC(=O)NC(=O)Cc2ccccc2)nnc1-c1ccccc1F | -14% | 0% | 0% | 0.5% | .
CC(=O)C1=C(O)C(=O)N(c2ccc(C(=O)O)cc2)C1c1ccc([N+](=O)[O-])cc1 (stereo unspecified) | -20% | -6% | -9% | i | -2%
O=C(/C=C/Sc1ncn[nH]1)c1ccc(Cl)cc1 | ? | 17µM* | 19% | 1.1% | 10%
COCC(C)OC(=O)c1c(N)n(-c2ccc(OC)c(OC)c2)c2nc3ccccc3nc12 (stereo unspecified) | -2% | 11% | . | . | 2%
O=C(Cn1nc(-c2ccccc2)c2ccccc2c1=O)Nc1ccc(O)cc1 | -9% | 7% | -7% | i | -6%
COc1ccc(S(=O)(=O)N2CCOCC2)cc1C(=O)N1CCCC1 | -6% | 3% | -7% | i | -4%
Cc1ccc(-c2nc3c4ccccc4ccn3c2CN2CCCCC2)cc1 | 39% | 14% | -6% | 2.6% | 0%
CCOc1ccc(S(=O)(=O)N2CCC(C(=O)Nc3ccc(C)c(S(=O)(=O)N4CCOCC4)c3)CC2)cc1 | . | . | -8% | 0.6% | .
O=C(O)c1ccc(Oc2ccccc2)o1 | 29% | -6% | -21% | 1.8% | -1%
Cc1ccc(NC(=O)CN2CCN(CCN=CC3=C(O)CC(C)(C)CC3=O)CC2)cc1 | -13% | 0% | -6% | 1.1% | 6%
CCC(=O)Nc1nc(C)c(C(=O)N2CCCCC2)s1 | 8% | -9% | -3% | 0.1% | 28%
COc1ccc(N2CCN(S(=O)(=O)CCNC(=O)C3CC(=O)N(c4ccccc4)C3)CC2)cc1 (stereo unspecified) | -4% | -2% | 5% | 2.4% | 5%
Cc1cc(NC(=O)CC(C)(C)C)nc2c1c(=O)oc1ccccc12 | -8% | -3% | -2% | i | -5%
Cc1nc(NCCc2ccccc2)sc1C(=O)N(C)C | 1% | 3% | 6% | 0.1% | 7%
O=C(c1ccc(OC2CCN(Cc3cccc(F)c3)CC2)cc1)N1CCCCC1 | 16% | 4% | -5% | 0.9% | -9%
Cc1ccc(NC(=O)c2ccc3ccccc3n2)cc1S(=O)(=O)N(C)C | -9% | -5% | 8% | 1.0% | 12%
CSc1ccccc1C(=O)OCC(=O)NCCN1C(=O)CSC1=O | 6% | 3% | -12% | 1.8% | .
O=C(Nc1cccc(-c2nc3ncccc3o2)c1)c1ccc2c(c1)OCO2 | . | . | -8% | 0.5% | .
COc1ccc(NCc2nnc(SCC(=O)N3CCCc4ccccc43)o2)cc1 | 2% | ? | 4% | 6.4% | -7%
SMILES | tuberculosis growth | M. tuberculosis HTS | H1N1 NS1A inhibition | inhibitors of VEEV | Salmonella PhoP GFP | others
CC1CCCN(c2nc3c(c(=O)[nH]c(=O)n3C)n2Cc2ccccc2Cl)C1 (stereo unspecified) | . | 0% | 11% | 8.1% | -10%
Cc1ccsc1C(=O)OCC(=O)Nc1sccc1C(N)=O | 12% | -4% | 1% | 7.1% | -5%
COc1cc(C(=O)N2CCN(Cc3ccccc3C(F)(F)F)CC2)cc(OC)c1OC | 4% | -6% | 3% | i | -3%
CC(C)CCNC(=O)NC(=O)COc1ccccc1C#N | 10% | . | 10% | 3.1% | -1%
COc1ccc(NC(=O)COC(=O)CC2Sc3ccccc3NC2=O)cc1 (stereo unspecified) | . | . | 0% | 2.7% | .
CN(C)c1ccc(/C=C2\C(=N)N3N=C(CC(=O)N4CCCCC4)SC3=NC2=O)cc1 | 14% | 9% | -2% | 6.0% | -15%
O=C(N/C(=C/c1ccc(Br)cc1)C(=O)N1CCOCC1)c1cccs1 | 9% | 10% | -5% | 0.5% | -6%
CCOC(=O)/C=C/C(=O)Nc1ccc(S(=O)(=O)N(C)c2ccccc2)cc1 | 58% | 6% | -4% | 0.3% | -2%
CCC(=O)Nc1ccc2oc(-c3cccnc3)nc2c1 | -8% | 4% | -6% | i | 0%
Cc1ccccc1NC(=O)c1c(C)[nH]c(=S)c(C#N)c1-c1ccc(Cl)cc1 | -20% | 0% | . | 0.6% | 1%
O=C(OCC(=O)N1CCc2ccccc21)c1ccc(Br)o1 | ? | 12% | -3% | 1.3% | .
C=CCNCC(O)COc1ccc(C(C)=O)cc1OC (stereo unspecified) | -4% | 2% | -7% | i | -3%
Cc1c(-c2ccccc2)[n+](=O)c(-c2ccc(Br)cc2)c(C)n1[O-] | -4% | 5% | -18% | 0.3% | 6%
COc1ccc(Br)cc1CNC(=O)CCN1C(=O)COc2ccccc21 | -1% | 6% | -5% | 0.4% | -5%
C=CCNc1nc2ccccc2nc1NS(=O)(=O)c1ccc(Br)cc1 | 18% | 4% | -4% | 1.2% | 10%
COc1cccc(NC(=O)N2C3CCCC2CC(NC(=O)C2CC2)C3)c1 (stereo unspecified) | 2% | 14% | 2% | 0.8% | 7%
COc1ccc(-c2csc(N3N=C(C)C(C)C3=O)n2)cc1 (stereo unspecified) | 28% | ? | -8% | 1.8% | 10%
CSc1cccc(-n2c(C)cc(C(N)=O)c2C)c1 | 15% | 2% | 5% | i | -2%
CC(C)=CCOc1c2ccoc2c(OCC=C(C)C)c2oc(=O)ccc12 | 50% | 7% | -12% | 3.2% | .
CC(=O)Nc1ccc(NC(=O)C(C)OC(=O)c2ccccc2Sc2ccccc2C#N)cc1 (stereo unspecified) | -5% | -14% | -3% | 1.1% | -11%
CNC(=S)NNC(=O)c1cccn(Cc2ccc(Cl)c(Cl)c2)c1=O | 20% | 20% | -12% | i | 11%
CCN1CC(CN(C)Cc2nc(Cc3ccccc3)no2)CC1=O (stereo unspecified) | 11% | 3% | 0% | i | -11%
Cc1nn(-c2ccccc2)c2c1C1(C(=O)Nc3ccccc31)N1C(=N2)Sc2ccccc21 (stereo unspecified) | 32% | -2% | -4% | 1.9% | -4%
CC(=O)c1ccc(N2Cc3ccccc3C3(CCOCC3)C2=N)cc1 | -8% | 4% | -3% | 0.1% | -3%
CCN(CC)C(=O)Cn1cc(S(=O)(=O)CC(=O)Nc2ccccc2F)c2ccccc21 | -7% | -8% | -7% | 7.2% | -3%
SMILES | tuberculosis growth | M. tuberculosis HTS | H1N1 NS1A inhibition | inhibitors of VEEV | Salmonella PhoP GFP | others
Cc1onc(-c2c(F)cccc2Cl)c1C(=O)NCc1ccco1 | -2% | -8% | -10% | i | 3%
CNC(=O)/C(=C\C=C\c1ccccc1)NC(=O)c1ccc([N+](=O)[O-])cc1 | 9% | 1% | 5% | 4.8% | -10%
COc1ccc(S(=O)(=O)Nc2ccc(S(=O)(=O)N3CCCCC3)cc2)cc1 | 21% | -4% | 14% | 7.9% | -12%
COC(=O)c1cc2c(=O)n3ccccc3nc2n(Cc2cccnc2)c1=N | -5% | 6% | . | . | -1%
O=C(O)CCCN1C(=O)c2cccc3cccc(c23)C1=O | -1% | -5% | -10% | 0.2% | 4%
O=C(CCCOc1ccc(Cl)cc1Cl)N/N=C\C1CCCCC1 | 8% | ? | -4% | 0.0% | -1%
C[C@H](c1ccccc1)n1nnc(COCc2ccccc2)c1C#CCOCc1ccccc1 | 7% | 6% | -6% | i | 4%
CC(C)C[C@H](NC(=O)c1nc[nH]c1C(=O)NCC(=O)OC(C)(C)C)C(=O)OCc1ccccc1 | 70% | 7% | -5% | 0.5% | -5%
Cc1cccc(C)c1NC(=O)CN1CCN(CC(=O)NCC2(N3CCCCC3)CCCCC2)CC1 | -11% | -4% | -7% | 1.5% | .
COc1ccc(CNC(=O)CCS(=O)(=O)c2ccc(Br)cc2)cc1 | 4% | -3% | 2% | 1.5% | -1%
COc1ccc(NC(=O)Cn2cnc3sc(C)c(S(=O)(=O)N4CCN(C)CC4)c3c2=O)cc1OC | -5% | -9% | 2% | 0.9% | -7% | inhibitors of VEEV 10K pilot screen=0.8
C=CCn1c(SC(C)C#N)nc2sc(CC)cc2c1=O (stereo unspecified) | 25% | 4% | 3% | 0.2% | -12%
CC(=O)NCCc1nc2ccccc2n1CCOc1ccccc1 | 2% | -5% | 7% | i | -3%
COc1cc(NC(=O)CSc2nc3ccccc3cc2Cc2ccccc2)cc(OC)c1 | -2% | 4% | -2% | 0.2% | 4%
COC(=O)[C@H](Cc1ccccc1)N(C)S(=O)(=O)c1cccc(S(=O)(=O)N(C)[C@@H](Cc2ccccc2)C(=O)OC)c1 | 8% | -2% | 14% | i | 15%
CCCCOC(=O)Sc1nc2ccccc2o1 | ? | 0% | 2% | 2.0% | 16%
Oc1ccccc1/C=N/Nc1cccc2cccnc12 | ? | -1% | 0% | 6.3% | -1%
COc1ccc(C(=O)NCC2CCCCC2)cc1S(=O)(=O)N1CCCC1 | 6% | -1% | -6% | 3.7% | .
Cc1ccc(O)c(C(=O)c2cc(C#N)c(=O)n(C(C)c3ccccc3)c2)c1 (stereo unspecified) | 12% | -5% | -2% | 6.3% | 4%
Cc1ccc(CNc2ccc(Cl)cc2[N+](=O)[O-])cc1 | 18% | -12% | -15% | i | 14%
OCCCN1CCN(CCOc2ccccc2-c2ccccc2)CC1 | -20% | -6% | -8% | i | 0%
COc1ccc(N(C(=O)c2ccco2)S(=O)(=O)c2cccc([N+](=O)[O-])c2)cc1 | 9% | 2% | 4% | 3.4% | 1%
CC1=C(n2nnc3ccccc32)C(c2ccccc2)C(C#N)=C(N)O1 (stereo unspecified) | 15% | 3% | 3% | 1.0% | 8%
CCN(CC)CCCC(C)Nc1nccc2c(Cl)cccc12 (stereo unspecified) | . | . | 9% | 1.0% | .
CCn1c2ccccc2c2cc(/C=N/NC(=O)c3ccncc3)ccc21 | 69% | ? | -7% | 1.8% | 3%
SMILES | tuberculosis growth | M. tuberculosis HTS | H1N1 NS1A inhibition | inhibitors of VEEV | Salmonella PhoP GFP | others
COc1cccc2cc(C(=O)OCC(=O)NC3CCCC(C)C3C)c(=O)oc12 (stereo unspecified) | 47% | 6% | 5% | 1.2% | .
O=C(N/N=C\c1c(O)ccc2ccccc12)c1cncc(Br)c1 | -7% | 10% | -3% | 13% | -14%
CCOc1nc(-c2ccccc2)c2cc(Br)ccc2n1 | -5% | 3% | -29% | i | -1%
CCOCCn1c(CC)nc2ccccc21 | 4% | 1% | -3% | 0.1% | 4%
Cc1cccc2cc(C#N)c(SCC(=O)NNC(=O)Cc3ccccc3)nc12 | 1% | 3% | 8% | i | -9%
Cn1cc(C(=O)C(=O)NC2CC2)c2ccccc21 | . | . | -2% | 0.4% | .
CC(C)CC(=O)CN1C(=O)C2(OCCO2)c2ccccc21 | 5% | 4% | -2% | 0.8% | -13%
CNC(=O)c1[nH]cnc1C(=O)N[C@@H](Cc1ccccc1)C(=O)OC(C)(C)C | 43% | -1% | -12% | 0.4% | 1% | inhibitors of VEEV 10K pilot screen=0.9
CC(Sc1nnc(-c2ccc(O)cc2)o1)C(=O)Nc1cccc2ccccc12 (stereo unspecified) | 6% | -4% | 2% | 6.5% | 13%
COc1ccc2cc(C(=O)C3CCCN(C(=O)c4cnn(C(C)C)c4)C3)ccc2c1 (stereo unspecified) | 23% | 5% | 3% | 4.4% | 7%
O=C1OCCN1C(=O)[C@H]1[C@H](c2ccc(Cl)cc2)C(c2ccccc2)=NN1c1ccccc1 | . | . | -36% | 1.8% | .

Retrieved by compound from the list above (six):
SMILES | tuberculosis growth | M. tuberculosis HTS | H1N1 NS1A inhibition | inhibitors of VEEV | Salmonella PhoP GFP | others
COc1ccc2cc(C(=O)C3CCCN(C(=O)c4cnn(C(C)C)c4)C3)ccc2c1 (stereo unspecified) | 23% | 5% | 3% | 4.4% | 7%
CNC(=O)c1[nH]cnc1C(=O)N[C@@H](Cc1ccccc1)C(=O)OC(C)(C)C | 43% | -1% | -12% | 0.4% | 1% | inhibitors of VEEV 10K pilot screen=0.9
CCOCCn1c(CC)nc2ccccc21 | 4% | 1% | -3% | 0.1% | 4%
Cc1cccc2cc(C#N)c(SCC(=O)NNC(=O)Cc3ccccc3)nc12 | 1% | 3% | 8% | i | -9%
CCOc1nc(-c2ccccc2)c2cc(Br)ccc2n1 | -5% | 3% | -29% | i | -1%
O=C(N/N=C\c1c(O)ccc2ccccc12)c1cncc(Br)c1 | -7% | 10% | -3% | 13% | -14%

Screening data (PubChem BioAssay)
